Screening data from PubChem.
hcGAS inh – human cGAS inhibition; Q8N884; recombinant h-cGAS, ATP depletion, Kinase-Glo luminescence; inhibition, % at 12.5 µM; 290,000 compounds, 0.081% hits; AID 1259398;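 note: 0% = vehicle reaction and 100% = reaction without DNA for no activity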
Target sequence (Q8N884 whole entry, looked up): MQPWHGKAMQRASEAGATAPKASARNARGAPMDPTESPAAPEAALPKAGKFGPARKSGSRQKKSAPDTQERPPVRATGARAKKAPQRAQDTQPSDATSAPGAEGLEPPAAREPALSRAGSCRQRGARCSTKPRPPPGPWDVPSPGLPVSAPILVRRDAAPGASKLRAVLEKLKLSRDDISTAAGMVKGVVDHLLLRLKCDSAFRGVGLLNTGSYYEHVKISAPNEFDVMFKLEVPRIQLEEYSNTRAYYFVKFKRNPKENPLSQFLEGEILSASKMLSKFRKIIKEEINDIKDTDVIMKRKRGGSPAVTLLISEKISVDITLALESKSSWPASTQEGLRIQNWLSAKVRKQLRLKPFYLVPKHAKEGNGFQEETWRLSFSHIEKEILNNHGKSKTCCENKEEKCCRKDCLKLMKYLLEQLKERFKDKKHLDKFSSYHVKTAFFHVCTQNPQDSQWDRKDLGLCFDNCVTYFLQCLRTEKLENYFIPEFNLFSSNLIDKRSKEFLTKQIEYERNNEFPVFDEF
NPYLR7 ag – mosquito NPYLR7 agonism | HEK293T NPYLR7/Galpha15, GCaMP6s calcium fluorescence | 270,000 compounds, 0.15% hits | activation, % at 10 µM; in the data active = activation above about 40%;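 note: 0% = vehicle and 100% = reference agonist at the receptor; some compounds past the cut are filed as inactive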
mcGAS inh – mouse cGAS inhibition by luminescence; Q8C6L5; recombinant cGAS, Kinase-Glo ATP depletion luminescence; inhibition, % at 12.5 µM; 160,000 compounds, 0.15% hits;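 note: 0% = negative control wells and 100% = reference inhibitor with no enzyme activity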
* marks the source's active call; other numbers are inactive results; . = no result given; & = joins results of further samples. Cut-off read from the data, not from the text of the source, unless noted: active = inhibition above about 40%; inactive = the rest. Outcome played no part in choosing rows (roughly 0.29% active in at least one column).

Start of the listing, in advance, 15 compounds:
SMILES	hcGAS inh	NPYLR7 ag	mcGAS inh
O=C(c1ccc2nonc2c1)N1CCC(n2c(=O)oc3ccc(F)cc32)CC1	-10.5	17.1	-9.2
CCN(CC)Cc1cnc2c(C(=O)N3CCC[C@H]3C(=O)OC)cnn2c1	-2.8	4.4	1.0
CN(Cc1cccc(O)c1)C(=O)Nc1ccc(N(C)C)cc1C(F)(F)F	-9.9	1.0	.
Cc1ccc(C(=O)Nc2ccc(N3CCN(C(=O)Nc4ccc(CC#N)cc4)CC3)nc2)cc1	-4.9	25.4	-4.4
COc1cc(C(=O)NC2CCN(Cc3ccccc3)CC2)ccc1Oc1nc(Cc2ccc(F)cc2)ns1	-7.4	-0.3	-4.9
Cc1ccc2[nH]c(C)c(CC(=O)N/N=C\c3ccc[nH]3)c2c1	-4.6	-13.6	-8.1
CCOC(=O)c1ccccc1NC(=O)CSc1nc(=O)n2cccc(C)c2n1	-10.7	-2.4	.
COCc1cc(N2CCOC(C(F)(F)F)C2)ncn1 (stereo not drawn)	-5.5	.	-14.0
CCCc1cc(C(=O)N2CCN(c3ccc(N(C)C)cc3)CC2)n[nH]1	-11.3	-2.2	-14.6
N#Cc1ccc(C(=O)OCC(=O)Nc2ccc(F)c(F)c2F)cc1	0.0	6.9	-3.5
OCC1(Cc2ccccc2)CCN(Cc2nc3ccccc3s2)CC1	-2.3&5.4	2.7&1.3	.
COc1cccc(C=C2N=C(c3cc(C)cc(C)c3)OC2=O)c1OC	-1.6	-3.8	-3.6
Cc1cc(C(=O)Cn2cnc3sccc3c2=O)c(C)n1C1CC1	-4.1	-1.1	.
O=C(NCc1nnc(SCC(=O)N2CCc3ccccc32)n1-c1cccc(C(F)(F)F)c1)c1ccc(S(=O)(=O)N2CCCC2)cc1	-5.4	10.8	-5.9
Cc1ccc(C(=O)NCCc2ccc(Cl)cc2Cl)o1	-7.0	9.2	-7.3

Results, from the first entry:
SMILES	hcGAS inh	NPYLR7 ag	mcGAS inh
O=C(c1ccc2nonc2c1)N1CCC(n2c(=O)oc3ccc(F)cc32)CC1	-10.5	17.1	-9.2
CCN(CC)Cc1cnc2c(C(=O)N3CCC[C@H]3C(=O)OC)cnn2c1	-2.8	4.4	1.0
CN(Cc1cccc(O)c1)C(=O)Nc1ccc(N(C)C)cc1C(F)(F)F	-9.9	1.0	.
Cc1ccc(C(=O)Nc2ccc(N3CCN(C(=O)Nc4ccc(CC#N)cc4)CC3)nc2)cc1	-4.9	25.4	-4.4
COc1cc(C(=O)NC2CCN(Cc3ccccc3)CC2)ccc1Oc1nc(Cc2ccc(F)cc2)ns1	-7.4	-0.3	-4.9
Cc1ccc2[nH]c(C)c(CC(=O)N/N=C\c3ccc[nH]3)c2c1	-4.6	-13.6	-8.1
CCOC(=O)c1ccccc1NC(=O)CSc1nc(=O)n2cccc(C)c2n1	-10.7	-2.4	.
COCc1cc(N2CCOC(C(F)(F)F)C2)ncn1 (stereo not drawn)	-5.5	.	-14.0
CCCc1cc(C(=O)N2CCN(c3ccc(N(C)C)cc3)CC2)n[nH]1	-11.3	-2.2	-14.6
N#Cc1ccc(C(=O)OCC(=O)Nc2ccc(F)c(F)c2F)cc1	0.0	6.9	-3.5
OCC1(Cc2ccccc2)CCN(Cc2nc3ccccc3s2)CC1	-2.3&5.4	2.7&1.3	.
COc1cccc(C=C2N=C(c3cc(C)cc(C)c3)OC2=O)c1OC	-1.6	-3.8	-3.6
Cc1cc(C(=O)Cn2cnc3sccc3c2=O)c(C)n1C1CC1	-4.1	-1.1	.
O=C(NCc1nnc(SCC(=O)N2CCc3ccccc32)n1-c1cccc(C(F)(F)F)c1)c1ccc(S(=O)(=O)N2CCCC2)cc1	-5.4	10.8	-5.9
Cc1ccc(C(=O)NCCc2ccc(Cl)cc2Cl)o1	-7.0	9.2	-7.3
O=C(c1sccc1-n1cccc1)N1CCN(C2CCS(=O)(=O)C2)CC1 (stereo not drawn)	-4.6	0.6	.
O=C(CNC(=O)c1ccccc1Cl)OCc1cccc(C(F)(F)F)c1	-9.3	0.3	.
CCOC(=O)CCc1c(C)nc2ncnn2c1N1CCN(C(=O)c2c(-c3ccccc3)noc2C)CC1	-0.7	29.4	-5.7
Cc1ccc(Cn2nnc3c(=O)n(Cc4cc(C)ccc4C)cnc32)cc1	0.1	3.2	.
Cc1ccc(-c2ccnc(N(C)CC3CCCN3C)n2)c(C)n1 (stereo not drawn)	-6.1	-1.1	.
CCOC(=O)C1(C)CCCCCN1C(=O)c1ccc(N(C)C)cc1 (stereo not drawn)	-6.7	-3.5	.
Cc1cc(=O)c2ccccc2n1CC(=O)N1C[C@H]2CC=CC[C@H]2C1	-6.2	7.2	-13.3
NCC1CCN(C(=O)Cc2nc(-c3ccccc3)n[nH]2)C1 (stereo not drawn)	-1.9	1.9	-14.6
O=C(OCCn1nc2ccccn2c1=O)c1cnc2ccsc2c1	-1.0	0.2	.
COc1cc(-c2ccc(SC)nn2)cc(OC)c1OC	-12.3	13.2	.
COc1c(C)cc(C(=O)N2CCC3(CC2)NCCNC3=O)cc1C	0.5	4.1	.
CNC(=O)CSc1ncnc2sc3c(c12)CCCC3	-4.2	2.8	-6.0
O=C(NC(c1ccc(F)cc1)C1CC1)N1CC2C3CCC(O3)C2C1 (stereo not drawn)	-3.7	-20.7	.
CCCCCc1ccc(C(=O)Nc2ccc(-c3cccc(-c4ccc5c(c4)OCCO5)n3)cc2)cc1	-5.6	3.7	-5.4
O=C1N(c2ccccc2)NC(c2ccco2)C12CCCCC2 (stereo not drawn)	-3.9	18.8	.
O=C(O)c1cnc2c(c1)n(CCN1CCOCC1)c(=O)n2C1CCCCC1	-1.8	4.1	-6.7
CCNC(=O)NC(=O)C(C)Sc1n[nH]c(C(C)(C)C)n1 (stereo not drawn)	-9.5	7.6	-13.5
COc1ccc(OC)c(CCNS(=O)(=O)c2c(C)nn(C)c2C)c1	2.1	-3.9	-4.4
CCN(CC)CCCNC(=O)c1noc2c1CCCC2	0.7	.	-1.9
CC1(C)CC(=O)C(=C(O)CCCCC(O)=C2C(=O)CC(C)(C)CC2=O)C(=O)C1	2.0	5.0	.
COc1ccc(-n2cc(CN(C)Cc3nonc3C)c(-c3cccc(F)c3)n2)cc1	-3.0	8.5	-15.6
COCCN1CCC(CNC(=O)c2ncccc2O)CC1	-5.8	9.2	.
COc1ccccc1NC(=O)Nc1ccnn1C1CCN(C(=O)C2CCCO2)CC1 (stereo not drawn)	-8.5	6.7	.
Cc1ccc(-n2nc(C(C)(C)C)cc2NC(=O)CN(Cc2ccco2)C(=O)c2ccc([N+](=O)[O-])cc2)c(C)c1	-5.0	.	-4.0
COc1cccc(CC2CN(Cc3cc4c(cc3C)OCO4)CCO2)c1 (stereo not drawn)	-7.8	19.0	-12.5
C#CCN1CCCCC1C(=O)NCC1CCCCC1 (stereo not drawn)	-9.0	13.1	.
CC(NC(=O)c1cccc(N(C)C)c1)C(=O)N1CCSCC1 (stereo not drawn)	-9.6	-6.6	-12.6
O=C(c1cc(=O)[nH]c(=O)[nH]1)N1CCN(C23CC4CC(CC(C4)C2)C3)CC1	-17.2	.	-7.3
CCc1cccc(C)c1NCc1cn2c(C)cc(C)nc2n1	-4.9	11.1	.
O=C1NC(Nc2ncc(Cl)cn2)(C(F)(F)F)C(=O)N1CCC1C=NC2C=CC=CC12 (stereo not drawn)	-6.8	0.6	.
CN(CCc1ccccc1)C1(C(=O)NCc2ncc[nH]2)Cc2ccccc2C1	-3.7	0.4	-14.6
CC(C(=O)N1CCN(C)C2(CCN(C)CC2)C1)n1cc(Cl)cn1 (stereo not drawn)	-6.4	4.1	.
COc1ccc(S(=O)(=O)N(C)CCc2ccccc2)cc1N1CCN(C(=O)C2CCCCC2)CC1	-5.8	13.3	-8.0
CCOC(=O)C1(CCc2ccccc2)CCCN(C(=O)c2n[nH]c(=O)c3ccccc23)C1 (stereo not drawn)	-7.5	5.5	.
Cc1ccc(-c2csc3nc[nH]c(=S)c23)cc1C	-11.1	1.0	-4.3
COC1CN(C(=O)Cc2cccs2)CCC(=O)N(C)c2ccccc21 (stereo not drawn)	-5.0	4.4	-8.1
COc1ccc(NC(=O)N(CC(=O)N(CCc2c[nH]c3ccccc23)Cc2ccc(C)cc2)C2CC2)c(OC)c1	-1.4	-0.4	0.9
O=C1C(=O)c2c(C(=O)c3ccccc3)coc2-c2ccccc21	-15.3	2.7	.
O=C(C1CCCC1)N1CCC(n2cnc3ccc(F)cc32)CC1	-12.5	.	-5.6
CN(C)c1ccc(C(=O)Nc2ccc3nc(N4CCOCC4)[nH]c3c2)cc1	-4.2	-1.5	-10.8
COC(=O)C1=C(C(=O)OC)C2=S(SC(c3ccc(OC)cc3)=C2)S1 (stereo not drawn)	-5.7	3.6	.
CCn1c(C)nc2cc(O)ccc21	-9.7	-0.6	.
COCCNc1nc(SC)nc2c1cnn2CCNC(=O)c1cccc(F)c1	-2.9	.	-4.3
CN(CC1CCCO1)C(=O)c1cc(CN2CCC(Cc3ccccc3)CC2)on1 (stereo not drawn)	-1.5	-1.5	-8.9
CN1CCCC2(CCCN(C(=O)c3cc(CN4CCC(O)CC4)on3)C2)C1 (stereo not drawn)	-10.3	.	-6.6
(cont.)
SMILES	hcGAS inh	NPYLR7 ag	mcGAS inh
CN1CCN2CCN(CCOCc3ccccc3)CC2C1=O (stereo not drawn)	-2.6	-3.6	.
CC(NS(=O)(=O)C1CC1)C(C)(C)CN(C)C (stereo not drawn)	-3.5	0.1	.
CC(C)(CNC(=O)c1ccc2nc(Cl)ccc2c1)S(C)(=O)=O	-1.9	-7.6	.
Cc1ccc(-n2c(=O)[nH]c3c(C(N)=O)nc(-c4ccccc4)nc32)cc1C	-1.9	-5.8	1.4
COc1cccc(CCNC(=O)C(c2ccccc2)N2CCCC2)c1OC (stereo not drawn)	0.8	-2.6	-5.5
CCC(C)N(Cc1cccc(OS(C)(=O)=O)c1)C(=O)c1ccccc1F (stereo not drawn)	-0.1	10.9	-2.1
O=C(CSc1nnnn1C1CC1)N1N=C(c2cccs2)CC1c1cccs1 (stereo not drawn)	2.4	-1.5	.
CCN1CCC(C(=O)NC(c2ccc(F)cc2)c2ncccc2C)CC1 (stereo not drawn)	2.7	-9.1	-0.1
CC(C)C(=O)N1CCCC1(C)C(=O)Nc1cccc(Oc2ccccc2)c1 (stereo not drawn)	-10.5	-1.0	-6.9
O=S(=O)(NCCc1csc2nc(-c3cccs3)nn12)c1ccccc1F	-4.7	12.4	-6.9
Cc1nc(C)c(Cc2ccc(F)cc2)c(N2CCN(C(=O)c3ccco3)CC2)n1	-5.3	15.9	-3.2
CC(O)(CNC(=O)NC1CCCCC1n1cccn1)c1cccs1 (stereo not drawn)	-10.3	4.1	.
Cc1cc(C2CCC2)nc(N2CCNC(=O)C2)n1	-4.9	-9.7	.
Cc1cc(C(=O)N2CCC(n3nc(-c4ccccc4)cc3-c3ccccc3)CC2)cc(Cl)n1	-6.1	19.6	-3.7
O=C(CCc1ccc(Cl)cc1Cl)N1CCCC(c2ncn[nH]2)C1 (stereo not drawn)	-6.9	5.4	.
CC(=O)N1CCN(C(=O)c2coc(CN(Cc3cccc(Oc4ccccc4)c3)Cc3ccc4c(c3)OCO4)n2)CC1	-6.7	15.7	-6.6
Cc1cc(OCC(=O)NNC(=O)COc2ccc([N+](=O)[O-])cc2)cc(C)c1Cl	-3.7	-0.8	.
CC(C)Cc1nnc(NC(=O)Nc2ccc(Br)cc2)s1	-2.0	-1.7	.
CN(C)Cc1ccc2ccc3cccc4ccc1c2c34	83.7*	1.3	.
Cc1cnc(Cn2ccnc2-c2c(C)sc3ccccc23)cn1	-3.1	-1.5	.
CCOC(=O)c1c(NC(=O)COc2ccc(Cl)cc2C)sc(C(N)=O)c1C	-0.2	-8.5	2.9
CN1CCN(c2cc(N3CCCC(O)(CO)C3)nc(N)n2)CC1 (stereo not drawn)	-9.6	.	-5.1
O=C(O)c1ccc(-c2ccccc2)[nH]c1=O	-5.6	8.5	-5.5
Cc1ccc(N(CC(=O)NCCCC2CCOC2)S(C)(=O)=O)cc1 (stereo not drawn)	-1.9	0.4	-20.6
C/C(=N\NC(=O)c1cc(-c2cccc3ccccc23)n[nH]1)c1ccccc1O	-9.0	5.8	-7.0
Cc1cc2ncn(Cc3ccc(C(C)(C)C)cc3)c2cc1C	3.4	11.2	2.9
Cc1cc(Br)cc2c1NC(=O)C2=O	-0.4	5.4	.
O=S(=O)(NC1=NCCCCC1)c1ccc(Cl)cc1Cl	4.5	9.4	.
O=c1oc2ccccc2n1CN1CCCC1c1ccc2c(c1)OCCCO2 (stereo not drawn)	-4.5	5.5	.
Cc1c(NC(=O)Cc2csc(NC(=O)NC3CCCC3)n2)c(=O)n(-c2ccccc2)n1C	-8.1	-4.5	.
COc1ccc(Cc2noc(-c3cc(OC)c(OC)c(OC)c3)n2)cc1	-2.3	0.9	-7.5
CCC(CC)C(=O)N1CCN(Cc2n[nH]c(C)n2)CC(O)C1 (stereo not drawn)	-7.3	.	-4.5
CO[C@@]1(NC(=O)C2SC(=C(C(N)=O)C(=O)O)S2)C(=O)N2C(C(=O)O)=C(CSc3nnnn3C)CSC21 (stereo partly drawn)	1.4	-16.8	.
O=C(c1ccc2nc(Cc3ccccc3F)oc2c1)N1CCCC1c1ccccn1 (stereo not drawn)	-1.5	5.0	.
O=S(=O)(NC1CCCCCC1)c1ccc(Cl)cc1	-3.3	-9.6	.
COC(=O)c1cn(C2CCCCC2OC(=O)c2cc3c(s2)CCC3)nn1 (stereo not drawn)	-5.4	-1.4	.
COCC(=O)N1CCC(Oc2ccc(C(=O)N[C@H]3CCCCNC3=O)cc2)CC1	-11.8	20.7	.
CCONC(=O)c1cc2ccccc2n1Cc1ccccc1F	-8.4	11.3	-17.2
CCc1ccc2occ(CC(=O)N3CCNCC3C(=O)N3CCCC3)c2c1 (stereo not drawn)	-7.6	8.4	-9.8
